TDP1 cell CPT = growth inhibition of DT40 Tdp1-/-;hTDP1 cells with camptothecin (screen for TDP1 inhibitors). chicken DT40 Tdp1-/-;hTDP1 cells + 20 nM CPT, ATP luminescence, 48 h. Potency, µM (titrated, usually from 46.2 µM), inactives show at the highest dose activity change, negative = growth inhibition, most hits filed as inhibitors. hit rate 12% among 420,000. AID 686979; also: nearly all actives have a fitted effect of over 55% in size
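Cell growth measured by CellTiter-Glo luminescence after a minimum 48 h, 37 C compound exposure with 20 nM CPT in Tdp1-knockout DT40 cells stably expressing hTDP1, seeded 400/well; qHTS titration format.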
TDP1 block = inhibitors of human tyrosyl-DNA phosphodiesterase TDP1; hit rate 0.28% among 350,000; AID 485290; Q9NUW8; Potency, µM (titrated, usually from 130 µM), without a hit: top-dose activity change, negative = inhibition, hits mostly inhibitors; recombinant TDP1, AlphaScreen DNA substrate cleavage; also: nearly all actives have a fitted effect of over 40% in size
Target sequence (Q9NUW8 whole entry, looked up): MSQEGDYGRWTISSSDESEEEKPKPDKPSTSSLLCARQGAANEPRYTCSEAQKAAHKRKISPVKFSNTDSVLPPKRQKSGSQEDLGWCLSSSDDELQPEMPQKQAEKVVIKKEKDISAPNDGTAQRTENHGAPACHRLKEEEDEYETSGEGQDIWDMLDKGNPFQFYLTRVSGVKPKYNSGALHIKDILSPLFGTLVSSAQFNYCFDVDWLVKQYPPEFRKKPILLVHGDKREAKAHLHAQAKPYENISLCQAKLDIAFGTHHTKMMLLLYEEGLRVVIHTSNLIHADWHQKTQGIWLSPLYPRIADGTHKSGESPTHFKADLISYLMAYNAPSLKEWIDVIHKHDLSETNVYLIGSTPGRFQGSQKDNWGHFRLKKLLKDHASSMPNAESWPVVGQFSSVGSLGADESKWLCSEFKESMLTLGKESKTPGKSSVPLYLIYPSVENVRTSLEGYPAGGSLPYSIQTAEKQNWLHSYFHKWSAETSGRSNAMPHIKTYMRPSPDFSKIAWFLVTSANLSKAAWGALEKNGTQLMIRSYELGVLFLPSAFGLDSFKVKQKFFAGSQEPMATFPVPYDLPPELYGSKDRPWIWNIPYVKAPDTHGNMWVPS
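Signal: AlphaScreen proximity between streptavidin donor and anti-FITC acceptor beads on intact substrate. Reaction: Tdp1 1 nM, substrate 15 nM final, 5 min RT after 15 min compound preincubation.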
DT40 TDP1 no CPT = qHTS for Inhibitors of human tyrosyl-DNA phosphodiesterase 1 (TDP1): qHTS in cells in absence of CPT | hit rate 15% among 420,000 | Potency, µM (top dose mostly 46.2 µM), inactives show at the top dose activity change, negative = growth inhibition, actives largely listed as inhibitors | DT40 Tdp1-/- hTDP1 cells, no CPT, ATP luminescence, 48 h; also: nearly all actives have a fitted effect of over 55% in size
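Chicken DT40 Tdp1-/- cells stably complemented with human TDP1 were seeded at 400 cells/well with DMSO in place of 20 nM camptothecin. After compound pinning, cells grew at least 48 hr at 37 °C; viability read by CellTiter-Glo luminescence.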
Starred values were filed as active, the others as inactive; ? = inconclusive; . = not tested or not shown; [ ] = remark or other dose. Calls follow the shape of the dose curve; as a rule, active = well fitted curve in the direction sought with a large enough effect; inconclusive = small, poorly fitted or top-dose-only effect, or another doubt; inactive = no such curve, though single readings can be large; an effect the other way counts as inactive or inconclusive. % is scaled to controls: 0 for no effect and ±100 for the full control effect; potency is read from the fitted curve at half-maximal effect.

Start of the data: the first 18 compounds (preview)
SMILES	TDP1 cell CPT	TDP1 block	DT40 TDP1 no CPT
Cc1nn(CC(C)C)c(Cl)c1C(=O)N(C)CC(=O)Nc1ccc(Cl)cc1	?	.	?
CCCCN(C(=O)CSCC(=O)Nc1ccc(C)cc1)c1c(N)n(CC(C)C)c(=O)[nH]c1=O	3%	1%	1%
Cc1cc2nc(-c3ccccc3Br)n(/C=C(\c3ccccc3)n3c(=O)[nH]c4ccccc43)c2cc1C	16µM*	.	23µM*
COCC(=O)N(C)C[C@H]1N[C@@](Cc2ccccc2)(C(=O)OC)[C@H]2C(=O)N(Cc3ccccc3)C(=O)[C@@H]12	1%	2%	-18%
CN1CCN(S(=O)(=O)c2cccc(C(=O)N(C)Cc3cccs3)c2)CC1	-22%	0%	20%
NC(=O)C1CCN(C(=O)c2cc3c(s2)CCCC3)CC1	6%	-2%	-11%
COc1cccc(OC(=O)CSc2nnc(-c3ccc4c(c3)OCO4)o2)c1	-12%	0%	-12%
Cc1occc1C(=O)NNC(=S)NCc1ccccc1	-1%	5%	4%
O=C(NCC(c1cccs1)N1CCOCC1)c1ccccc1NS(=O)(=O)c1ccc(Cl)cc1 (stereo not given)	?	5%	?
Cc1ccc(S(=O)(=O)N(C)Cc2nc(-c3ccccc3)oc2C)cc1	?	9%	?
CCOC(=O)C(=Cc1ccc(-n2ccnc2)cc1)C(=O)OCC	23µM*	2%	21µM*
CC(=O)n1cc(Nc2ccc([N+](=O)[O-])cc2)c2ccccc21	?	8%	?
CC1CCN(C(=O)CSc2nc3ncccc3[nH]2)CC1	0%	0%	-11%
COc1ccc(-c2cc(C(=O)N3CCCCCC3)c3cc(C)ccc3n2)cc1	?	1%	?
CCOC(=O)c1cnc(SC)nc1Oc1cccc(NS(=O)(=O)c2ccc(Cl)cc2)c1	?	-5%	?
Fc1ccc(CN2CCN3CCCC3C2C2CCCCC2)cc1F (stereo not given)	23µM*	4%	18µM*
O=C(CN1CCN(c2ccc(Cl)cc2)CC1)N1CCCC1	-27%	4%	?
C[C@@H]1CN([C@H](C)CO)C(=O)CCCn2nncc2CO[C@@H]1CN(C)C(=O)Nc1cccc2ccccc12	5%	.	-29%

Results, previewed entries included:
SMILES	TDP1 cell CPT	TDP1 block	DT40 TDP1 no CPT
Cc1nn(CC(C)C)c(Cl)c1C(=O)N(C)CC(=O)Nc1ccc(Cl)cc1	?	.	?
CCCCN(C(=O)CSCC(=O)Nc1ccc(C)cc1)c1c(N)n(CC(C)C)c(=O)[nH]c1=O	3%	1%	1%
Cc1cc2nc(-c3ccccc3Br)n(/C=C(\c3ccccc3)n3c(=O)[nH]c4ccccc43)c2cc1C	16µM*	.	23µM*
COCC(=O)N(C)C[C@H]1N[C@@](Cc2ccccc2)(C(=O)OC)[C@H]2C(=O)N(Cc3ccccc3)C(=O)[C@@H]12	1%	2%	-18%
CN1CCN(S(=O)(=O)c2cccc(C(=O)N(C)Cc3cccs3)c2)CC1	-22%	0%	20%
NC(=O)C1CCN(C(=O)c2cc3c(s2)CCCC3)CC1	6%	-2%	-11%
COc1cccc(OC(=O)CSc2nnc(-c3ccc4c(c3)OCO4)o2)c1	-12%	0%	-12%
Cc1occc1C(=O)NNC(=S)NCc1ccccc1	-1%	5%	4%
O=C(NCC(c1cccs1)N1CCOCC1)c1ccccc1NS(=O)(=O)c1ccc(Cl)cc1 (stereo not given)	?	5%	?
Cc1ccc(S(=O)(=O)N(C)Cc2nc(-c3ccccc3)oc2C)cc1	?	9%	?
CCOC(=O)C(=Cc1ccc(-n2ccnc2)cc1)C(=O)OCC	23µM*	2%	21µM*
CC(=O)n1cc(Nc2ccc([N+](=O)[O-])cc2)c2ccccc21	?	8%	?
CC1CCN(C(=O)CSc2nc3ncccc3[nH]2)CC1	0%	0%	-11%
COc1ccc(-c2cc(C(=O)N3CCCCCC3)c3cc(C)ccc3n2)cc1	?	1%	?
CCOC(=O)c1cnc(SC)nc1Oc1cccc(NS(=O)(=O)c2ccc(Cl)cc2)c1	?	-5%	?
Fc1ccc(CN2CCN3CCCC3C2C2CCCCC2)cc1F (stereo not given)	23µM*	4%	18µM*
O=C(CN1CCN(c2ccc(Cl)cc2)CC1)N1CCCC1	-27%	4%	?
C[C@@H]1CN([C@H](C)CO)C(=O)CCCn2nncc2CO[C@@H]1CN(C)C(=O)Nc1cccc2ccccc12	5%	.	-29%
CCOC(=O)C1(C)CCCN(C(=O)c2cc(C#N)cs2)C1 (stereo not given)	5%	.	-1%
COc1ccc(/C=N/Nc2cc(C)nc3ccc(OC)cc23)c(OC)c1	12µM*	6%	5.8µM*
CC(C)(C)NC(=O)CSc1ccc(C(C)(C)C)cc1	-18%	-1%	-23%
CCOc1ccc(S(=O)(=O)Nc2nc3ccccc3nc2Nc2ccc(OC)cc2)cc1	-8%	.	-29%
COc1ccc(OC)c(-c2csc(-c3c(N)c(C(=O)c4ccccc4)n4ccccc34)n2)c1	-9%	-3%	?
C/C(CCC(=O)O)=N/Nc1ccc([N+](=O)[O-])cc1[N+](=O)[O-]	-1%	3%	-21%
Cc1cc(NS(=O)(=O)c2ccc(NC(=S)Nc3ccc(Cl)cc3C)cc2)no1	14%	1%	0%

Carrying on.
SMILES	TDP1 cell CPT	TDP1 block	DT40 TDP1 no CPT
CCN(CC)C(=O)c1sc2c(c1C)c(=O)n(-c1ccccc1)c(=O)n2CC(=O)Nc1ccc(C)cc1C	?	-2%	-5%
C=CCn1c(NC(=O)c2ccc(Br)o2)c(C(=O)OCC)sc1=S	?	-1%	?
CC(OC(=O)/C=C/c1ccc2ccccc2n1)C(=O)N(C)c1ccccc1 (stereo not given)	?	2%	?
COc1ccc(/C=C/C(=O)OCC(=O)NCCC2=CCCCC2)cc1OC	?	1%	16µM*
O=C(NNC(=O)C12CC3CC(CC(O)(C3)C1)C2)c1csc(N2CCOCC2)n1	1%	1%	-8%
O=C(NCCC(=O)N1CCN(c2ccccc2O)CC1)c1ccc(Cl)cc1	?	1%	-24%
COc1ccccc1CNC(=O)c1nnn(CC(=O)Nc2c(C)cccc2C)c1N	-3%	-4%	6%
Cc1ccc2c(c1)-c1c(cnn1CC(=O)N(CCC#N)c1ccccc1)CO2	?	5%	?
Cc1nn(Cc2ccccc2Cl)c(C)c1NC(=O)c1noc(C(C)C)c1[N+](=O)[O-]	-7%	3%	0%
CC(C)=CCN1CCN(Cc2cc(CC(C)C)n[nH]2)CC1CCO (stereo not given)	-16%	10%	-10%
CCn1cc(C2=NC(CC(C)C)CO2)c2ccccc21 (stereo not given)	?	.	15µM*
CCN(CC)/C(=N/S(=O)(=O)c1ccc(C)cc1)c1ccccc1	-9%	0%	-13%
CCOC(=O)c1cc(C#N)c(N2CCN(c3ccc(OC)cc3)CC2)[nH]c1=O	-2%	1%	?
O=C(CCCOc1ccc(Cl)cc1Cl)NCCc1nnc2ccccn12	-19%	-4%	-23%
O=C(c1ccccc1Cl)N1CCCC(c2nc3c(nnn3Cc3ccccc3)c(=O)[nH]2)C1 (stereo not given)	?	-1%	?
CCCCN(C(=O)c1ccco1)C1CCS(=O)(=O)C1 (stereo not given)	4%	.	5%
CCCN(CCC)C(=O)c1ccc2c(c1)N(Cc1ccccc1)C(=O)CS2=O (stereo not given)	?	3%	?
COc1ccc(C#Cc2c[nH]c(=O)c3cncnc23)cc1OC	-28%	2%	-29%
CCOC(=O)c1c(S(=O)(=O)N2CCCCCC2)c(C)n(C)c1C	?	3%	-24%
O=C(Nc1ccc(Cl)cn1)C1CCCN1S(=O)(=O)c1cccc2ccccc12 (stereo not given)	?	2%	?
COc1ccc(-c2cc(-c3ccc(F)cc3)nc3c2COc2ccccc2-3)cc1	-26%	1%	-24%
Cc1ccc(C(=O)NCC(=O)OCC(=O)N(CC(C)C)c2c(N)n(Cc3ccccc3)c(=O)[nH]c2=O)s1	12%	.	-6%
COc1ccc(C(N)CCc2ccc(C)o2)cc1 (stereo not given)	?	5%	18µM*
COc1cc(OC)cc(C(=O)NC(=S)Nc2ccc(N3CCCC3)cc2)c1	15µM*	8%	8.2µM*
COc1cc(NC(=S)Nc2cccc(Cl)c2Cl)c(OC)cc1Cl	0%	-3%	-26%

Exported with values under each structure: entries from further up
Screens in order – TDP1 cell CPT | TDP1 block | DT40 TDP1 no CPT
COc1ccc(C#Cc2c[nH]c(=O)c3cncnc23)cc1OC
→ -28% | 2% | -29%
CCOC(=O)c1c(S(=O)(=O)N2CCCCCC2)c(C)n(C)c1C
→ ? | 3% | -24%

Next section.
SMILES	TDP1 cell CPT	TDP1 block	DT40 TDP1 no CPT
C=C[C@@H]1c2cc(C)ccc2N(S(=O)(=O)c2ccc(C)cc2)[C@H](c2ccc(OC(C)=O)cc2)C1(C#N)C#N	4.6µM*	1%	5.8µM*
Cc1c(C(=O)NCCCN2CCCCC2)oc2ccc3c(c12)C(O)CC1(CCCCC1)O3 (stereo not given)	?	5%	16µM*
COCCNC(=S)N1CCC2CC1c1c(Cl)cccc12 (stereo not given)	-24%	.	?
C(=N\Nc1nc2ccccc2[nH]1)/C1CCCCC1	18µM*	8%	?
CCn1cc(C(=O)NCCCN(CC(C)C)CC(C)C)c(=O)c2cc(S(=O)(=O)N3CCOCC3)ccc21	-2%	1%	12%
O=C(c1ccccc1)c1ccc(OCCO)cc1	-26%	2%	-25%
CCOC(=O)c1ccccc1NC(=O)COC(=O)CCNS(=O)(=O)c1ccc(C)c(C)c1	-16%	.	?
O=c1[nH]c(SCc2n[nH]c(=S)n2-c2ccccc2)nc2ccccc12	-12%	2%	3%
CCN(CC(=O)NCc1ccc(F)cc1)C(=O)c1oc2ccccc2c1C	8%	9%	?
CCCCS(=O)CC(CS(=O)CCCC)OC(=O)c1ccccc1 (stereo not given)	-10%	-4%	0%
CC1CN(S(=O)(=O)c2cn(C)c(=O)n(C)c2=O)CC(C)O1 (stereo not given)	3%	0%	-26%
O=C(NCc1ccco1)C1C(=O)Nc2ccccc2C(=O)N1C1CCCCC1 (stereo not given)	6%	.	4%
CCCCOC(=O)Cn1c2ccc(OC)cc2c2nc3ccccc3nc21	-17%	3%	-24%
Cc1ccc(S(=O)(=O)C(CNC(=O)C(=O)NCc2ccc(Cl)cc2)c2cccs2)cc1 (stereo not given)	?	-3%	?
O=C1c2[nH]nc(-c3ccccc3O)c2C(c2cccc(Cl)c2)N1Cc1ccco1 (stereo not given)	?	9%	18µM*
Cc1cc(C)c2oc(-c3cccc(NC(=O)c4ccc(Br)o4)c3)nc2c1	?	-4%[12.3 µM]	?
COc1ccc2c(c1)c(C(=O)CN1CCN(c3ccccc3)CC1)c(C)n2C	?	8%	?
Cc1ccc2nc3n(c(=O)c2c1)-c1cc2ccccc2cc1C(=O)NC3Cc1ccccc1 (stereo not given)	23µM*	.	16µM*
CC(=O)N1CCC(N(Cc2ccco2)C(=O)Nc2cccc(C)c2)CC1	1%	5%	?
CCc1ccc(/C=N/NC(=O)c2nnn(-c3nonc3N)c2C(C)C)cc1	?	1%	18µM*
CS(=O)(=O)N1CCC2(CC1)CN(Cc1ccc(C#N)cc1)C2	11%	.	-11%
Cn1c(=O)c2cc(S(=O)(=O)NCCC(=O)NC3CCCCCC3)ccc2n(C)c1=O	-15%	0%	-21%
COC(=O)C1=CN(Cc2ccccc2)C=C(C(=O)OC)C1c1ccc(OC)c(OC)c1	?	.	?
NS(=O)(=O)c1cccc2c1c([N+](=O)[O-])cc1[nH]c(=O)c(=O)[nH]c12	6%	.	-5%
COC(=O)C1=CN(c2ccc(Oc3ccccc3)cc2)C(N)=C(C#N)C1c1cccc(F)c1 (stereo not given)	?	.	8.2µM*

(continued)
SMILES	TDP1 cell CPT	TDP1 block	DT40 TDP1 no CPT
O=C(COC(=O)c1cc(Cl)ccc1O)Nc1ccccc1C(=O)NC1CC1	23%	-1%	-13%
CCOc1cc(C2C3=C(CC(C)(C)CC3=O)N(CCOC)C3=C2C(=O)CC(C)(C)C3)ccc1O	2%	.	-15%
COC(=O)c1cc(S(=O)(=O)NCc2ccccc2Cl)c[nH]1	-1%	.	-25%
C=CCn1c(-c2cccc([N+](=O)[O-])c2)n[nH]c1=S	0%	10%	-5%
CC(NS(=O)(=O)c1ccc2[nH]c(=O)[nH]c2c1)c1ccc(F)cc1 (stereo not given)	-5%	.	-25%
Cc1ccc(-c2cc(C(=O)N3CCOCC3)c3ccccc3n2)o1	?	1%	18µM*
COc1cc(/C=N/NC(=O)CCC(=O)NCc2ccccc2)cc(OC)c1OC	-4%	5%	-5%
CCCCN(c1ccccc1)S(=O)(=O)c1ccc2c(c1)CCN2C(=O)CCC(=O)O	-22%	1%	-12%
O=C(Nc1ccccn1)c1ccc(Cl)c(S(=O)(=O)N2CCc3ccccc32)c1	16µM*	1%	?
CCn1c(C)cc2c(c1=O)C(c1ccc3c(c1)OCO3)C(C#N)=C(N)O2 (stereo not given)	-29%	-3%	-12%
Cc1nc2ccccn2c1C(=O)N=Nc1c(O)n(CCC(C)C)c2ccccc12	7.3µM*	3%	7.3µM*

Screening data: PubChem BioAssay, National Center for Advancing Translational Sciences (NCATS)
